uPA generation – qHTS for Inhibitors of Cell Surface uPA Generation. cell surface uPA generation assay, qHTS. AID 540303, 2011. Potency, µM (series often up to 38.3 µM), for inactives: at the top dose activity change, negative = inhibition, hits mostly inhibitors. hit rate 0.31% among 330,000; active = well fitted inhibition curve with a large enough effect; inconclusive = small, poorly fitted or top-dose-only effect; inactive = no such curve, though single readings can be large or run the other way; tested in mouse RAW 264.7 cells; note: potency is the fitted concentration of half-maximal effect; % is set by controls: 0 for no effect and ±100 for the full control effect; nearly all actives have a fitted effect of over 55% in size
Eya2 phos inh – qHTS Assay for Inhibitors of the Phosphatase Activity of Eya2. Potency, µM (top dose mostly 76.9 µM), for the others: at the highest dose activity, negative = inhibition, most hits filed as inhibitors. recombinant Eya2, OMFP fluorescence dephosphorylation (OMFP is methylfluorescein phosphate). hit rate 0.006% among 330,000. AID 488837, 2010; note: potency is the fitted concentration of half-maximal effect; % is set by controls: 0 for no effect and ±100 for the full control effect
Target sequence (O00167 whole entry, looked up): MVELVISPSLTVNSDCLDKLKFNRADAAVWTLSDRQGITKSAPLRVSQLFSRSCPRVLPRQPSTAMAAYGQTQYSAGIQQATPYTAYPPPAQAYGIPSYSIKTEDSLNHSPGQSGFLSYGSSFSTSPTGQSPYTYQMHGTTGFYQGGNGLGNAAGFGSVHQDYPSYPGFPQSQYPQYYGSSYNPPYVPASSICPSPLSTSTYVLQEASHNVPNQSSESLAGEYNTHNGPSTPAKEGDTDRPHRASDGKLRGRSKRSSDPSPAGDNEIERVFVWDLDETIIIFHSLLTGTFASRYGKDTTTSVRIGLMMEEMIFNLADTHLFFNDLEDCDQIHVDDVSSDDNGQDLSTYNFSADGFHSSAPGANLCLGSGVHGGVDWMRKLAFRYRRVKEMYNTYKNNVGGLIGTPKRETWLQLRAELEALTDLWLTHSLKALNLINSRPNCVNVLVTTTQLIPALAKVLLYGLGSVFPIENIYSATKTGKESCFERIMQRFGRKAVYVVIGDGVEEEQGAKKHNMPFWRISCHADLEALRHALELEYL
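Eya2 protein (added as 0.2 uM solution) was preincubated with compound for 10 min at ambient temperature in 50 mM HEPES pH 7.5, 50 mM NaCl, 5 uM MgCl2, 0.05% BSA, 1 mM DTT. OMFP (added at 50 uM) then reacted 10 min; fluorescence read at 485/525 nm.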
USP2a block – qHTS Assay for Inhibitors of Ubiquitin-specific Protease USP2a Using CHOP2 as the Reporter | Ubiquitin carboxyl-terminal hydrolase 2 (Homo sapiens), O75604 | USP2 core, Ub-CHOP2 coupled fluorogenic reporter, 485/531 | Potency, µM (series often up to 38.3 µM), inactives show top-dose activity change, negative = inhibition, hits mostly inhibitors | hit rate 0.01% among 330,000;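 note: potency is the fitted concentration of half-maximal effect; plate controls were DMSO wells for no effect and full inhibition by NEM control for full effect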
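USP2 core (10nM final) preincubated 30min RT with compound in 20mM Tris-HCl pH 8.0, 2mM CaCl2, 2mM beta-mercaptoethanol, 0.05% CHAPS; 25nM Ub-CHOP2 plus 25nM reporter substrate added, fluorescence (Ex485/Em531) read after 60min.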
TCR act – Activators of T cell receptors: qHTS campaign. AID 504894, 2011. Potency, µM (highest dose often 9.22 µM), for the others: at the top dose activation of IL-2 secretion, hits mostly activators. 330,000 tested, under 10 active. primary human leukocytes, anti-CD3, IL-2 HTRF, 48 h; note: % of control where 0% means no effect
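Primary human leukocytes incubated 48 hr with anti-CD3 beads plus compound, without co-stimulation. Secreted IL-2 measured by HTRF (europium cryptate/d2 anti-IL-2 pair, 320 nm excitation, 665 nm emission).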
PTAP TSG101 blk – qHTS Assay for Iinhibitors of HIV-1 Budding by Blocking the Interaction of PTAP/TSG101; 340,000 tested, under 10 active; Tumor susceptibility gene 101 protein (Homo sapiens), Q99816; AID 493005, 2010; Potency, µM (series often up to 115 µM), for the others: at the highest dose activity change, negative = inhibition, hits mostly inhibitors; Fluorescence polarization, FITC-PTAP peptide / Tsg101 binding; active = well fitted inhibition curve with a large enough effect in the main read-out, with a control signal flat, not every such curve was filed as active; inconclusive = small, poorly fitted or top-dose-only effect, or effect the other way, or a change in a side signal; inactive = no such curve, though single readings can be large or run the other way; note: potency is the fitted concentration of half-maximal effect; % of control where 0% means no effect
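FP read-out: FITC-PTAP peptide, 50 nM final, binding Tsg101 binding domain, 10 uM final; 20 min, r.t.; 10 mM HEPES pH 7.5, 0.15 M NaCl, 0.01% Tween 20, 3 mM EDTA, 0.1 mM TCEP.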
ELG1 DNA repair – qHTS screen for small molecules that inhibit ELG1-dependent DNA repair in human embryonic kidney (HEK293T) cells expressing luciferase-tagged ELG1 | HEK293T ELG1-luciferase reporter, luminescence, 16 h; DNA damage induced by 5-fluorouridine | Potency, µM (titrated, usually from 46.1 µM), for inactives: at the top dose activity change, negative = inhibition, hits mostly inhibitors | hit rate 2.3% among 330,000; note: potency is the fitted concentration of half-maximal effect; % is set by controls: 0 for no effect and ±100 for the full control effect; nearly all actives have a fitted effect of over 55% in size
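Overnight (16 hr) co-exposure of 2,000 cells/well to 5-fluorouridine and compound at 37 °C preceded detection. Luciferase was quantified via ONE-Glo luminescence; loss of signal denotes inhibition.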
Tb PFK inh – qHTS Assay to Find Inhibitors of T. brucei phosphofructokinase. ATP-dependent 6-phosphofructokinase (Trypanosoma brucei brucei), O15648. T. brucei PFK, ADP-Glo luminescence. Potency, µM (titrated, usually from 57.5 µM), inactives show at the top dose activity, negative = inhibition, actives largely listed as inhibitors. hit rate 0.17% among 330,000;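 note: potency is the fitted concentration of half-maximal effect; 0% = uninhibited 1x PFK enzyme wells and -100% = no-enzyme wells; nearly all actives have a fitted effect of over 60% in size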
Target sequence (O15648 whole entry, looked up): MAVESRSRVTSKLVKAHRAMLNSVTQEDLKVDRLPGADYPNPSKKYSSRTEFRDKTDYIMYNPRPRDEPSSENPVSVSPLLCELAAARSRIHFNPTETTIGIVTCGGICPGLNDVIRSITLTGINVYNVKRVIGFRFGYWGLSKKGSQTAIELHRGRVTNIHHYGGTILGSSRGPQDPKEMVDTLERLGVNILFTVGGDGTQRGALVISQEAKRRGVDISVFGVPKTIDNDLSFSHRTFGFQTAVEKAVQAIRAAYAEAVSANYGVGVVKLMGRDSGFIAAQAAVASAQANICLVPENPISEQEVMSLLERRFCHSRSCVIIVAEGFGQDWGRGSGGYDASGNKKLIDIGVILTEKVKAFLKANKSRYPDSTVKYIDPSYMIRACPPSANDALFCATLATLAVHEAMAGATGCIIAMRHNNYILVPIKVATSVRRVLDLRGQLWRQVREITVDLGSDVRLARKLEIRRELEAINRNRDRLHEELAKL
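PFK 1.25 nM, F6P 0.5 mM, ATP 0.1 mM, 0.1 M TEA pH 8.0, 5 mM MgCl2, 0.01% Tween20, 0.1% BSA; 45 min RT. ADP-Glo readout. qHTS titration up to 57 uM; curves fitted, compounds curve-classed.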
B2AR arrestin – qHTS assay of beta-arrestin-biased ligands of beta2-adrenergic receptor; beta-arrestin recruitment to beta2AR, cell-based reporter; Potency, µM (highest dose often 46.1 µM), for the others: at the top dose activation, usual class: activators; hit rate 0.02% among 330,000;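 note: potency is the fitted concentration of half-maximal effect; 0% = DMSO controls and full agonism = EC100 isoproterenol or metaproterenol; nearly all actives have a fitted effect of over 65% in size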
TSHR antagonist – Antagonists of the Thyroid Stimulating Hormone Receptor: HTS campaign | TSHR-expressing cells, TSH-stimulated cAMP HTRF, 2 h; hits give low values | hit rate 0.2% among 330,000 | activity change, negative = inhibition, % at 11.5 µM;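 active = activity change below a set negative limit, meaning inhibition stronger than a set level, cut at about -70% in these data; inconclusive = activity change between two set negative limits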; note: % is set by controls: 0 for no effect and ±100 for the full control effect
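Freshly harvested TSHR cells receive pin-tooled compound, then EC80 TSH at 4nM final. After 2 hours at 37 deg C, antibody in lysis buffer and cAMP-d2 are added; 30 minutes at ambient temperature precede the HTRF read.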
Mito fusion act – qHTS Assay for Small Molecule Inhibitors of Mitochondrial Division or Activators of Mitochondrial Fusion; S. cerevisiae fusion-defective mutant growth rescue, CellTiterGlo 48 h; Potency, µM (highest dose often 46.1 µM), inactives show at the highest dose growth rescue (activation), usual class: activators; hit rate 0.23% among 320,000;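 note: potency is the fitted concentration of half-maximal effect; % of control where 0% means no effect; nearly all actives have a fitted effect of over 45% in size; temperature-sensitive fusion mutants such as fzo1-1 at 37 °C on non-fermentable ethanol glycerol medium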
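Luminescent cell viability in 1536-well qHTS format served as the measure of rescued growth in ts fusion-mutant S. cerevisiae cultured on non-fermentable YPEG for 48 hours at 37C.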
Chronic BCR inh – qHTS Assay to Find Inhibitors of Chronic Active B-Cell Receptor Signaling. AID 493014, 2011. Potency, µM (doses to about 46.1 µM), without a hit: at the highest dose ratio change, negative = lower green/red ratio, most hits filed as inhibitors. ABC-DLBCL IkBa-CBG/CBR reporter, luminescence ratio, 4 h. hit rate 0.05% among 340,000; active = well fitted inhibition curve with a large enough effect in the signal ratio, with a control signal flat, not every such curve was filed as active; inconclusive = small, poorly fitted or top-dose-only effect, or effect the other way, or a change in a side signal; the % refers to the signal ratio;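 note: potency is the fitted concentration of half-maximal effect; plate controls were basal doxycycline-induced cells for no effect and cells given 10 µM MG132 for full effect; MG132 reads +100%, hits lower the ratio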
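Concentration-response series (up to 46 uM) were applied to TMD8 dual-reporter cells for 4 h at 37C with doxycycline. Green/red ratio, after filter-overlap correction, defined %Activity; red signal alone was normalised to basal cells and zero luminescence.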
Numbers without * were called inactive; u = inconclusive; x = no result given; [ ] = dose if it differs, or a comment. Unless noted, calls come from the whole dose curve; as a rule, active = well fitted curve in the direction sought with a large enough effect; inconclusive = small, poorly fitted or top-dose-only effect, or another doubt; inactive = no such curve, though single readings can be large; an effect the other way counts as inactive or inconclusive.

SMILES	uPA generation	Eya2 phos inh	USP2a block	TCR act	PTAP TSG101 blk	ELG1 DNA repair	Tb PFK inh	B2AR arrestin	TSHR antagonist	Mito fusion act	Chronic BCR inh
CC1=CC(=NOC(=O)/C=C/c2ccccc2)C=C(C)C1=O	-3%	6%	3%	-1%	-3%	4%	-1%	-0.3%	-15	-12%	u
COC(=O)[C@@H]1C[C@@]2(O)[C@H](O)[C@H](O)[C@H](O)C[C@H]2N1Cc1ccc(C(C)(C)C)cc1	12%	6%	-3%	-1%	-1%	8%	0%	-0.4%	5	-4%	0%
COc1ccc2c(c1OC)C(=O)OC2Nc1ncc(Br)cc1Br (stereo unspecified)	1%	3%	2%	-2%	-3%	u	4%	-0.5%	-4	-1%	-8%
CCn1c(SCCOc2ccc(Cl)cc2)nnc1-c1cccs1	2%	-1%	4%	2%	-8%	-2%	-2%	-0.7%	-6	14%	1%
Cc1ccn2cc(C(=O)Nc3cccc(C(=O)NC4CC4)c3)nc2c1	-15%	-36%	4%	11%	-7%	u	1%	-0.1%	-2	-7%	u
COc1ccc(S(=O)(=O)NCC(=O)NCc2cc(=O)n(C)c(=O)n2C)cc1C	5%	-4%	1%	2%	2%	1%	4%	-1.0%	-3	4%	-13%
CCOC(=O)C1=C(C)N=c2s/c(=C/c3cccc([N+](=O)[O-])c3O)c(=O)n2C1c1ccccc1 (stereo unspecified)	3%	-5%	-1%	-5%	-7%	3%	4%	0.3%	-14	18%	5%
O=C(N/N=C/c1ccc(N2CCOCC2)cc1)c1ccccn1	u	10%	0%	2%	-3%	u	-11%	-0.1%	-1	1%	u
O=C(NC(Cc1c[nH]c2ccccc12)C(=O)N/N=C/c1ccc(Br)cc1)c1cccs1 (stereo unspecified)	-4%	9%	-7%	6%	0%	23µM*	4%	-0.2%	-9	4%	u
Cc1ccc(C)c2nc3sc(C(=O)N4CCOCC4)c(N)c3cc12	-17%	4%	1%	6%	-3%	u	3%	0.4%	-5	6%	6%
O=C(C(Cc1ccccc1)n1cccc1)N1CCN(c2ncccn2)CC1 (stereo unspecified)	9%	-25%	-6%	5%	-1%	u	2%	0.3%	4	3%	u
CCN(CC)CCCN1CC(=O)N2[C@@H](Cc3c([nH]c4ccccc34)C2(C)C)C1=O	5%	2%	1%	-4%	-1%	28%	-9%	0.3%	3	0%	0%
O=C(CN1C2CCCC1CC(NC(=O)C1CCCCC1)C2)NCc1ccc(F)cc1 (stereo unspecified)	-10%	-2%	4%	0%	0%	12µM*	-2%	-0.6%	-2	17%	5%
CCCN1CN=C(NS(=O)(=O)c2ccc(C)cc2)NC1	6%	-3%	1%	2%	0%	-1%	0%	0.3%	-2	5%	-20%
CC(C)CCn1c(Sc2nc3ccccc3o2)nc2c1c(=O)[nH]c(=O)n2C	-8%	6%	0%	4%[46.1 µM]	-1%	5%	-2%	-0.9%	10	15%	u
Cc1cccc(NC(=O)c2ccccc2NC(=O)c2ccco2)c1	-12%	6%	-7%	0%	-2%	u	0%	-0.5%	7	-5%	u
CC1CCCC(NC(=O)CCC(=O)N2CCOc3ccccc32)C1C (stereo unspecified)	-1%	-3%	0%	-4%	-4%	3%	-2%	-0.1%	13	3%	7%
Cc1ccc(C23CC4CC(CC(C(=O)NC(C)C)(C4)C2)C3)cc1	1%	0%	-1%	x	1%	-7%	1%	0.2%	-13	13%	2%
O=C(NCCNC(=O)c1ccc(Cl)cc1Cl)c1ccco1	0%	-5%	-1%	5%	-4%	3%	-1%	0.0%	-7	4%	5%
CC1C(=O)C(C)C(c2ccccc2F)NC1c1ccccc1F (stereo unspecified)	-1%	2%	3%	-4%	3%	-18%	3%	-0.8%	8	9%	-1%
CCn1cc(/C=C(\NC(=O)c2ccccc2F)C(=O)N2CCCC2)c2ccccc21	6%	-1%	3%	-1%	0%	-6%	2%	0.2%	6	12%	5%
Fc1ccc(CNc2nc(-c3ccco3)cc(C(F)(F)F)n2)cc1	-2%	-3%	0%	-1%	-4%	-8%	0%	-0.7%	-4	-6%	11%
Cn1c(CCC(=O)OCC(=O)NCc2ccccc2Cl)nc(=O)c2ccccc21	-2%	0%	8%	4%	0%	-2%	5%	0.0%	-12	-5%	0%
Cc1c(Cl)cccc1NC(=O)Cn1c(-c2ccc(F)cc2)noc1=O	-18%	3%	0%	-1%	0%	5%	-1%	-0.6%	21	-4%	-6%
Cc1cccc(CC(C)NC(=O)CCc2nnc(CCCCc3ccccc3)o2)n1 (stereo unspecified)	-6%	4%	0%	1%	-1%	17%	3%	-0.5%	-2	4%	-2%
CCC(=O)Nc1cccc(-c2nnc(-c3cccc(NC(=O)CC)c3)o2)c1	13%	-1%	1%	-1%	-3%	u	19%	0.1%	-13	-2%	u
NS(=O)(=O)c1ccc(NC(=O)CN2CCCCC2)cc1	1%	-4%	u	2%	-3%	18%	0%	-0.6%	-5	3%	0%
CSc1nccc(N/N=C/c2ccccc2)n1	-3%	7%	0%	10%	-6%	u	-5%	-0.3%	-5	-21%	u
CC(=O)N(Cc1ccco1)C1(C(=O)NC2CCCCC2)CCCCC1	6%	18%	1%	0%	-6%	8%	1%	-0.3%	-1	2%	-3%
Cc1ccc(S(=O)(=O)N(C)C)cc1NC(=O)CSc1nnc(C2CC2)n1C1CC1	-14%	22%	-2%	9%	-2%	4%	-2%	-3.1%	5	3%	3%
C/C(CC(=O)Nc1ccc(Cl)cc1Cl)=N\NC(=O)c1cnccn1	-2%	4%	1%	0%	0%	28%	-3%	-0.3%	-1	-9%	u
O=C(Nc1nc(-c2ccc(F)c(F)c2)cs1)c1cc([N+](=O)[O-])ccc1N1CCOCC1	-14%	-6%	1%	11%	0%	-1%	-2%	-1.7%	-23	7%	u
CC(C)N1C(=O)N(c2cccc(Cl)c2)C(C)(O)CC1(C)C (stereo unspecified)	2%	1%	-3%	4%	-1%	-11%	-1%	0.5%	3	6%	-5%
COCCNC(=O)CCC1CCN(Cc2cccc(Oc3ccccc3)c2)CC1	-3%	-2%	0%	x	0%	1%	-6%	-0.5%	15	-1%	-2%
Cc1sc2ncnc(SCC(=O)Nc3ccc(CN4CCCC4)cc3)c2c1C	-13%	-13%	-2%	-2%	-1%	-3%	-4%	-1.0%	23	-1%	-3%
O=C(CSc1nnc(CNC(=O)c2cccs2)o1)Nc1ccccc1C(F)(F)F	3%	6%	2%	-2%	-4%	6%	3%	-0.2%	-9	3%	2%
COCCN(Cc1ccc(F)cc1)C(=O)c1cc2ccccc2oc1=O	-9%	3%	-1%	-3%	-1%	-1%	-3%	-2.3%	9	-1%	u
O=C(NCc1ccccc1C(F)(F)F)C1CC(c2ccccc2[N+](=O)[O-])=NO1 (stereo unspecified)	-5%	1%	0%	-1%	-2%	-3%	2%	-0.4%	-3	1%	u
CC(=O)COC(=O)C1=NN(c2ccccc2)C(=O)CC1	1%	-8%	-1%	-3%	-1%	-5%	1%	-0.6%	-2	-5%	u
CCN(CCCNC(=O)COc1cc(=O)n(C)c2ccccc12)c1cccc(C)c1	-2%	-8%	-2%	1%	-5%	5%	1%	3.9%	-12	4%	-6%
CCS(=O)(=O)N1CCC(C(=O)NCc2cccs2)CC1	-4%	11%	1%	-4%	-4%	3%	3%	0.1%	3	-4%	u

From PubChem

Rows are unselected. Share with any hit: about 3%.
